Screens from PubChem.
FadD28 FP inh: M. tuberculosis FadD28 bisubstrate binding inhibition | FadD28 bisubstrate probe binding, fluorescence polarization | AID 588549 | actives 0.22% (n = 360,000) | inhibition, % at 12.5 µM; in the data active = inhibition above about 8.5%, passing the limit was not always enough; inconclusive = no clear call, values can overlap the other calls
PrPC surface inh: cell surface PrPC inhibition, primary TR-FRET screen | TR-FRET read-out | inhibition, % at 13.8 µM | actives 0.43% (n = 370,000); in the data active = inhibition above about 24%; also: 0% = median of the test wells and 100% = reference compound wells
Yp Topo-I inh: blocks Yersinia pestis topoisomerase I activity | AID 504884 | actives 0.064% (n = 360,000) | activity, % at 10 µM | Y. pestis Topo-I cleavage product accumulation, plate reader; in the data active = activity above about 50%, passing the limit was not always enough; inconclusive = no clear call, values can overlap the other calls; also: inactives centre near 2
CCHF vOTU inh: blocks the CCHF virus ovarian tumor domain protease. CCHFV vOTU protease, Pep-AMC fluorescence. actives 0.55% (n = 370,000). inhibition, % at 11.5 µM; in the data active = inhibition above about 30%; also: 0% = vehicle wells with enzyme and 100% = no enzyme wells
PfHsp40 rescue: restores yeast growth despite PfHsp40 toxicity; S. cerevisiae expressing PfHsp40, growth rescue, ATP luminescence; actives 0.68% (n = 340,000); AID 504582; growth rescue, % at 12.5 µM; in the data active = growth rescue above about 28%, passing the limit was not always enough; inconclusive = no clear call, values can overlap the other calls;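 also: yeast W303a lacking pdr1 and pdr3 grown in galactose medium; growth measured after three days at 30 °C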
TcdB GH inh: blocks C. difficile toxin B glycohydrolase activity; P18177; TcdB glycohydrolase enzymatic assay, plate reader; inhibition, % at 9.99 µM; actives 0.24% (n = 350,000); AID 652162; in the data active = inhibition above about 10%
Target sequence (P18177 whole entry, looked up): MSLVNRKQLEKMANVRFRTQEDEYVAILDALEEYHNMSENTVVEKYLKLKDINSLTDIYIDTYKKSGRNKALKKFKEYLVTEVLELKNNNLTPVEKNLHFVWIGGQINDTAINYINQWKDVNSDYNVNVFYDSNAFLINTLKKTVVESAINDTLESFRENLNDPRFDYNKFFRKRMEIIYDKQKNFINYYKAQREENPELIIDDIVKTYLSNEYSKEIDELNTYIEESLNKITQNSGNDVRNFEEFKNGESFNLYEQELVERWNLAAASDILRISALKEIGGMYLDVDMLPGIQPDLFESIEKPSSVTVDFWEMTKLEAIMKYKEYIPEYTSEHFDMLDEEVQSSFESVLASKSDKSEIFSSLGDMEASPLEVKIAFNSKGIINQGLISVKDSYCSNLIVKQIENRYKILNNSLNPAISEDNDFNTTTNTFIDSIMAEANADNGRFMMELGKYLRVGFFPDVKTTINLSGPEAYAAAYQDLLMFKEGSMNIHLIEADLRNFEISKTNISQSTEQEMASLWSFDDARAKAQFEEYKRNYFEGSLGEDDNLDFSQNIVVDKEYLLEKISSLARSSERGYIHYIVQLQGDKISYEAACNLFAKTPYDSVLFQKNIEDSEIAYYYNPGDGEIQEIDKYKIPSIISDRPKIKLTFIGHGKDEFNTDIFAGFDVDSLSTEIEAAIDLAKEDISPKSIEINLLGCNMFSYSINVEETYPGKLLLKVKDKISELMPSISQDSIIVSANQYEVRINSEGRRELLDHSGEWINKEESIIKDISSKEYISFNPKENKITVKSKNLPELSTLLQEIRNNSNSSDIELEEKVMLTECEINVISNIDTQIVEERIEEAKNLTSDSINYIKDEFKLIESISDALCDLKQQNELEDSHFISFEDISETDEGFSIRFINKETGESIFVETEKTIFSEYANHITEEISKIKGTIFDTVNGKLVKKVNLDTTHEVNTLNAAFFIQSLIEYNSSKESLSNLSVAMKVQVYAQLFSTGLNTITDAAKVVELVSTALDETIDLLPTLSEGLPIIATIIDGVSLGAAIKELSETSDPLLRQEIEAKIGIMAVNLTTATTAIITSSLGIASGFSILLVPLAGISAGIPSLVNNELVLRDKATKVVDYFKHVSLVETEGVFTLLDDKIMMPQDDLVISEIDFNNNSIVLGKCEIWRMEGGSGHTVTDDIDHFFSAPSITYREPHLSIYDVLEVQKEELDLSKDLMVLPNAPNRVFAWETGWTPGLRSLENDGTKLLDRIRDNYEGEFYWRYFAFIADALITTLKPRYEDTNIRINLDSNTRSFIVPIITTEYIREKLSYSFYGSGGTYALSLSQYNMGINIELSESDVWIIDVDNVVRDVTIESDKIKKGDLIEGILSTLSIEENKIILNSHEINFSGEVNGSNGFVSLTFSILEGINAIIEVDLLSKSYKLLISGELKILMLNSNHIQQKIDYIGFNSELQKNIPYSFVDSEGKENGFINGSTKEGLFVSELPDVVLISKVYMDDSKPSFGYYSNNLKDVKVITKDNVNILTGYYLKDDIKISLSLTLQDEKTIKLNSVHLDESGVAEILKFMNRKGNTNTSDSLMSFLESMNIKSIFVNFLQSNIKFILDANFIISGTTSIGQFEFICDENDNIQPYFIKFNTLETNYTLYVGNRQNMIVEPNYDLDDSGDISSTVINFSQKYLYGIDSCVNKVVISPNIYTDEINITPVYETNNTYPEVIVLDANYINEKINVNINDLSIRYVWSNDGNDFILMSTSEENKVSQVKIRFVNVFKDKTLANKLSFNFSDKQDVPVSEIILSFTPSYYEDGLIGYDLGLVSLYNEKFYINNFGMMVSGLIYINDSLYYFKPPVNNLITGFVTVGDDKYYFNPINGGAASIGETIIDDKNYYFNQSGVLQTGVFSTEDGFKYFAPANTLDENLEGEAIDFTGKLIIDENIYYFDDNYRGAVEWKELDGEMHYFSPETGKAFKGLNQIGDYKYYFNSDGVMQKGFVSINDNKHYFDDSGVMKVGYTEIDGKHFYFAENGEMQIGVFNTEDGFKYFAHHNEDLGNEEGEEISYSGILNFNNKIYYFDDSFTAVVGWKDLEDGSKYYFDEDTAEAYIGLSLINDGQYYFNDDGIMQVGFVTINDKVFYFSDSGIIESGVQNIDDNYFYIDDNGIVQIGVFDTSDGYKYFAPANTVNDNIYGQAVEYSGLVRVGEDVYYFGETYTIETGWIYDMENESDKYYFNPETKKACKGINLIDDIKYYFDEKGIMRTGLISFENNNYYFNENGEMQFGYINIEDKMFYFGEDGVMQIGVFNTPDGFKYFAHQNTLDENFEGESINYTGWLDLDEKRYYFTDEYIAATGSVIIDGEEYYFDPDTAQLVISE
Anthrax LF inh2: blocks Bacillus anthracis lethal factor protease; P15917; actives 0.12% (n = 360,000); inhibition, % at 10 µM; multiplex microsphere protease cleavage assay, LF; also: plate controls were buffer without enzyme for full effect and enzyme alone for no effect
BoNT-F LC inh: blocks Botulinum neurotoxin F light chain protease. Multiplex microsphere protease cleavage assay, flow cytometry. actives 0.22% (n = 360,000). inhibition, % at 10 µM; in the data active = inhibition above about 35%, passing the limit was not always enough; inconclusive = no clear call, values can overlap the other calls; also: plate controls were buffer without enzyme for full effect and enzyme alone for no effect
BoNT A protease: inhibitors of Botulinum neurotoxin A light chain protease; multiplex microsphere protease substrate cleavage, flow cytometry; inhibition, % at 10 µM; AID 588499; actives 0.17% (n = 360,000); also: plate controls were buffer without enzyme for full effect and enzyme alone for no effect
* = called active by the depositor; ? = inconclusive; . = not tested or not shown; & = joins results of further samples. Rule as the data show it, unless noted: active = inhibition above about 30%; inconclusive = no clear call, values can overlap the other calls; inactive = below that.

The opening two records as a preview:
nr	compound	FadD28 FP inh	PrPC surface inh	Yp Topo-I inh	CCHF vOTU inh	PfHsp40 rescue
1	O=C(NC(c1ccc(Cl)cc1)c1cnccn1)C1CCN(CCCOc2ccccc2)CC1 (stereo not given)	-1.0	-3.8	9.0	-7.0	.
2	Cc1[nH]c2c(ccc3ccccc32)c1C1C(CCN)C1(C)C (stereo not given)	-5.4	-10.5	-7.0	3.0	-1.7

nr	TcdB GH inh	Anthrax LF inh2	BoNT-F LC inh	BoNT A protease
1	-0.2	-5.4	-5.9	0.0
2	.	-7.6	-28.3	-2.9

Results, previewed entries included:
nr	compound	FadD28 FP inh	PrPC surface inh	Yp Topo-I inh	CCHF vOTU inh	PfHsp40 rescue
1	O=C(NC(c1ccc(Cl)cc1)c1cnccn1)C1CCN(CCCOc2ccccc2)CC1 (stereo not given)	-1.0	-3.8	9.0	-7.0	.
2	Cc1[nH]c2c(ccc3ccccc32)c1C1C(CCN)C1(C)C (stereo not given)	-5.4	-10.5	-7.0	3.0	-1.7
3	COc1ccc(C(=O)c2ccc(OC)c(OC)c2)cc1	1.1	5.2	1.2	-0.3	-0.4
4	O=C(Nc1cccc(S(=O)(=O)N2CCCCCC2)c1)c1ccc2ccccc2n1	-2.5	3.0	11.9	-8.9	-0.2
5	Cc1ccc(-c2noc(CCC(=O)Nc3ccccc3N3CCN(C)CC3)n2)cc1	-3.5	-3.0	-1.8	7.4	-1.2
6	O=C(NC(=S)Nc1nc2c(s1)CCCC2)c1ccc(C(=O)c2ccccc2)cc1	-1.3	2.7	8.5	-3.7	-1.6
7	COC(=O)c1cc(NC(=O)c2c(Cl)cnn2C)cc(C(=O)OC)c1	-1.4	-0.5	-1.3	0.6	-1.9
8	Cc1sc2nc(SCC(=O)NCc3ccco3)n(-c3ccccc3)c(=O)c2c1C	-2.2	-0.9	10.9	-5.1	-0.4
9	COc1ccc(C(=O)NNC(=O)c2cnccn2)cc1[N+](=O)[O-]	-0.7	-18.7	0.5	2.1	-0.1
10	CCOc1ccc(OCCNC(=O)c2cc(C3CC3)nc3c2cnn3C(C)C)cc1	-2.1	6.2	-10.6	11.0	-1.6
11	COc1cccc(-n2nnc3c(=O)n(CC(=O)OCc4ccccc4)cnc32)c1	-2.1	3.8	-2.8	-9.0	-1.1
12	COc1ccc(-c2cc(C)no2)cc1S(=O)(=O)N1CCN(c2ccccn2)CC1	-2.7	14.5	28.9	0.1	4.4
13	CC(=O)Nc1ccc(/C=N/NC(=O)c2cc(-c3ccco3)nc3ccccc23)cc1	2.0	-3.3	5.3	-6.4	-0.1
14	Brc1ccc(-c2cn3ccccc3n2)s1	-3.0	-2.0	4.2	9.6	2.4
15	COc1ccc(C=CC(C)=NNC(=O)c2ccncc2)cc1	0.3	3.2	-3.1	16.4	-1.4

nr	TcdB GH inh	Anthrax LF inh2	BoNT-F LC inh	BoNT A protease
1	-0.2	-5.4	-5.9	0.0
2	.	-7.6	-28.3	-2.9
3	.	-4.7	-8.8	-0.3
4	1.1	-4.9	-16.6	1.9
5	.	-1.6	-12.5	-0.5
6	.	-0.8	-2.5	-0.9
7	1.2	-3.1	3.8	0.5
8	-1.8	-6.9	2.2	-0.5
9	.	3.6	-1.4	-0.8
10	2.5	0.0	12.0	4.0
11	.	-0.3	-7.5	0.0
12	1.4	-0.7	-4.8	-1.1
13	0.9	1.5	-18.6	0.8
14	.	-4.0	-10.4	-0.4
15	-1.5	-2.1	-1.9	-0.3

Carrying on:
nr	compound	FadD28 FP inh	PrPC surface inh	Yp Topo-I inh	CCHF vOTU inh	PfHsp40 rescue
16	Cn1cnc(S(=O)(=O)Nc2ccc(Cl)c(C(F)(F)F)c2)c1	-1.7	5.5	2.7	4.7	0.4
17	Cc1cc(OCC(=O)OCC(=O)NCc2ccc3c(c2)OCO3)ccc1Cl	-1.5	5.8	21.3	14.1	-1.2
18	COc1ccnc(Oc2ccc(F)cc2)c1C#N	-1.4	7.9	2.4	0.3	1.3
19	CC(C)(C)OC(=O)CN1C(=O)NC2(CCCc3ccccc32)C1=O (stereo not given)	-0.2	-0.6	-3.4	-11.7	-0.9
20	Cn1cc(Br)c(C(=O)N2CCCCCC2)n1	-0.1	-4.6	-9.0	13.7	-0.3
21	Cc1ccc2sc(NNC(=O)C3COc4ccccc4O3)nc2c1C (stereo not given)	-3.3	-1.3	2.3	0.5	-0.5
22	Cc1noc(C)c1NC(=O)N(C)C[C@@H]1OCc2cn(nn2)CCCC(=O)N([C@H](C)CO)C[C@H]1C	-1.3	-1.6	1.9	-0.2	.
23	O=C(NCCc1ccccc1)c1ccc(=O)[nH]c1	2.2	-3.3	-1.5	-1.5	1.5
24	O=C(C1=C[C@@H](C2CC2)C[C@@H](OCCCCO)O1)N1CCN(Cc2ccc3c(c2)OCO3)CC1	-2.8	4.8	19.8	2.7	-0.9
25	Cc1cc(C)n(-c2ccc(C(=O)OCc3ccccc3)cc2)n1	-1.2	1.4	42.5	11.2	-0.4
26	CO/N=C/c1ccc(N2CCN(C(=O)c3cccc(C(F)(F)F)c3)CC2)c([N+](=O)[O-])c1	-0.8	-5.8	15.2	7.4	2.1
27	COc1cc2c(cc1OC)C(c1ccc(-c3ccccc3Cl)o1)=NCC2	-13.1	3.5	18.1	-2.0	-1.6
28	O=C(O)CCCn1cc(NC(=O)c2sc3ccccc3c2Cl)cn1	-5.6	4.2	6.7	2.5	0.1
29	CCOc1ccc(S(=O)(=O)N2CCCC(C(=O)NCc3ccncc3)C2)cc1C (stereo not given)	.	10.5	9.1	5.1	0.2
30	C=CCn1c(=O)c2ccccc2n2c(SCC(C)=O)nnc12	-3.6	0.1	0.1	7.0	-0.5

nr	TcdB GH inh	Anthrax LF inh2	BoNT-F LC inh	BoNT A protease
16	0.1	-1.9	-2.2	1.1
17	-11.5	3.3	2.7	3.0
18	0.5	-9.7	-2.1	0.4
19	0.6	-10.1	-15.7	-4.4
20	0.4	-1.6	4.4	0.1
21	0.7	-1.8	-6.6	0.2
22	0.4&-0.3	-0.1	-2.6	-0.3
23	.	3.0	3.1	-0.3
24	-0.5&0.0	0.3	-1.3	0.3
25	0.3	-2.5	-12.4	-1.4
26	.	-10.4	-4.7	-1.1
27	0.4	0.4	6.1	7.2
28	1.1	-0.6	9.9	1.6
29	2.0	-0.1	7.2	-1.8
30	1.3	2.2	6.0	0.0

More structures.
nr	compound	FadD28 FP inh	PrPC surface inh	Yp Topo-I inh	CCHF vOTU inh	PfHsp40 rescue
31	CCSc1n[nH]c(=O)[nH]c1=O	-1.1	-2.9	-9.3	-3.9	1.1
32	COc1ccc(SCCN2CCN(CC(C)C)CCC2=O)cc1	-1.9	-1.8	7.4	12.7	-1.3
33	Cc1ccc(CNS(=O)(=O)c2c(C(=O)N3CCCCC3)c(C)n(C)c2C)o1	-2.9	3.0	5.6	-3.1	2.1
34	CCn1ncc(NC(=S)NCCc2ccccc2)c1C(N)=O	?	0.5	-6.8	4.0	-0.8
35	CC(=O)NCCNC(=O)C1(C)Cc2c(-c3cccc(C(F)(F)F)c3)ccnc2O1 (stereo not given)	-0.3	-1.1	-0.4	5.1	.
36	Cc1ccc2c(CC(=O)NNC(=O)c3ccncc3)coc2c1	-0.4	6.9	1.3	-2.5	-0.4
37	O=C(C1CCN(S(=O)(=O)c2cnc[nH]2)CC1)N(CCc1ccccc1)Cc1ccccc1	-4.0	-5.8	19.1	-4.2	-0.1
38	O=C(NCc1ccccc1Cl)c1ccc(NC2=NC3CS(=O)(=O)CC3S2)cc1 (stereo not given)	-2.2	-2.5	1.8	0.4	1.5
39	CC1CCCC(NS(=O)(=O)c2cc3c(cc2Cl)NC(=O)CO3)C1C (stereo not given)	-3.4	1.6	0.7	17.4	4.0
40	CC(=O)c1ccc(NC(=O)CN2C(=O)COc3ccc(Cl)cc32)cc1	-2.5	-2.8	2.2	9.9	-1.0
41	CC(C(=O)NC1CCCC1)N1CCN(Cc2ccccc2)CC1 (stereo not given)	-2.1	-1.2	2.2	12.9	-1.0
42	Cc1ccc(Cl)cc1N1CCN(C(=O)c2cc3c(=O)n(C)c4ccccc4c3n2C)CC1	-2.5	-5.8	3.1	0.4	3.0
43	Cc1ccc(C)c(NC(=S)NC(NC(=O)Cc2ccccc2)C(Cl)(Cl)Cl)c1 (stereo not given)	-0.5	-7.1	4.8	0.2	-1.1
44	Cc1nc(Nc2ccc(Cl)cc2)c2nnn(Cc3ccccc3)c2n1	-2.9	9.3	-5.5	-10.3	3.3
45	COc1ccc(C)cc1NC(=O)c1cc(S(=O)(=O)N2CCCCC2)ccc1N1CCOCC1	-2.1	-1.2	7.6	15.6	0.0

nr	TcdB GH inh	Anthrax LF inh2	BoNT-F LC inh	BoNT A protease
31	.	7.5	4.2	2.1
32	1.6	-0.3	-0.4	0.4
33	0.9	2.8	-0.7	1.1
34	1.2	-1.3	1.8	-0.7
35	1.0	2.2	4.2	-0.1
36	0.7	3.9	-1.7	-1.5
37	-0.2	-3.1	-2.5	-1.2
38	0.3	-11.4	-0.1	0.3
39	-0.7	-4.7	-2.6	-0.3
40	0.5	0.2	-5.9	-0.4
41	0.1	2.4	-3.4	-0.1
42	1.4	-7.4	4.5	0.1
43	.	-0.9	-3.9	-0.2
44	2.0	-2.7	-2.6	-0.2
45	-0.3	-9.7	-5.8	-0.4

Following part.
nr	compound	FadD28 FP inh	PrPC surface inh	Yp Topo-I inh	CCHF vOTU inh	PfHsp40 rescue
46	COc1cc(C(=O)NCCC(=O)NCCN2CCOCC2)cc(OC)c1OC	-2.1	.	4.0	.	0.4
47	CCSc1nnc(NC(=O)C(Cc2ccccc2)n2cccc2)s1 (stereo not given)	-1.9	3.5	-4.1	-3.0	1.5
48	Cc1ccc(-c2nnn(CC(=O)N(Cc3ccccc3)C(C(=O)NC3CCCC3)c3ccncc3)n2)o1 (stereo not given)	-0.3	2.0	-6.8	5.6	-0.3
49	CC(=O)Nc1ccc(N2C(=O)c3cccc(NC(C)=O)c3C2=O)cc1	0.3	5.1	-2.8	4.9	-0.3
50	COc1ccc2c(c1)[nH]c1c(=O)n(CCN3CCCC3)cnc12	-4.2	6.3	-6.4	16.2	-0.2
51	Cc1oc(-c2ccc(Cl)cc2)nc1CN1CCCC(C(=O)N2CCN(C(=O)c3ccco3)CC2)C1 (stereo not given)	-4.4	-1.8	-1.6	9.1	-0.1
52	Cc1noc(C)c1COC(=O)CCc1nc2ccccc2c(=O)[nH]1	-3.1	-4.2	-5.2	7.5	0.1
53	N#C/C(=C\c1ccccn1)c1nc2ccccc2s1	-3.4	-8.2	11.0	-9.5	-2.1
54	C=CCn1c(=NC(=O)c2cc(Cl)sc2Cl)sc2cc(S(N)(=O)=O)ccc21	-0.3	10.2	-9.6	-1.1	-0.4
55	COc1cc(/C=N/NC(=O)c2cccc([N+](=O)[O-])c2)cc(OC)c1O	0.4	-15.8	-8.1	11.8	-1.0
56	O=C(COc1coc(CN2CCCc3ccccc32)cc1=O)Nc1ccccc1	-3.0	3.1	21.4	-6.2	-0.4

nr	TcdB GH inh	Anthrax LF inh2	BoNT-F LC inh	BoNT A protease
46	1.4	-3.3	-1.1	-0.2
47	-0.5	-1.3	1.5	0.2
48	0.1	-2.9	-5.8	0.3
49	1.8	-1.4	3.0	0.0
50	.	-5.4	5.9	-0.7
51	2.2	0.9	2.1	0.0
52	.	-2.4	5.6	0.0
53	0.3	2.3	0.6	2.4
54	.	-10.2	-17.3	-5.9
55	-32.2	-2.0	-5.0	-0.5
56	1.5	-2.3	5.2	-3.7

Some of the entries above in a different format.
cpd | SMILES | FadD28 FP inh | PrPC surface inh | Yp Topo-I inh | CCHF vOTU inh | PfHsp40 rescue | TcdB GH inh | Anthrax LF inh2 | BoNT-F LC inh | BoNT A protease
48 | Cc1ccc(-c2nnn(CC(=O)N(Cc3ccccc3)C(C(=O)NC3CCCC3)c3ccncc3)n2)o1 (stereo not given) | -0.3 | 2.0 | -6.8 | 5.6 | -0.3 | 0.1 | -2.9 | -5.8 | 0.3
49 | CC(=O)Nc1ccc(N2C(=O)c3cccc(NC(C)=O)c3C2=O)cc1 | 0.3 | 5.1 | -2.8 | 4.9 | -0.3 | 1.8 | -1.4 | 3.0 | 0.0
50 | COc1ccc2c(c1)[nH]c1c(=O)n(CCN3CCCC3)cnc12 | -4.2 | 6.3 | -6.4 | 16.2 | -0.2 | . | -5.4 | 5.9 | -0.7
